TR SRC2 fluor cs = Texas Red fluorescence interference in TRb-SRC2 counter-screen; TRb/SRC2 Texas Red total fluorescence interference; AID 1479; 280,000 tested, 0.29% active; Potency, µM (series often up to 106 µM), for the others: at the highest dose fluorescence change, negative = quenching; active = well fitted curve in either direction with a large enough effect; inconclusive = small, poorly fitted or top-dose-only effect
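Flags fluorescent or light-absorbing compounds by total fluorescence, S + 2P, at 555 nm excitation and 632 nm emission. Mixture: 20 nM Texas Red SRC2 peptide, 0.6 uM human TRb LBD, 1 uM T3, 5% DMSO; compound exposure 5 h at ambient temperature.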
Tau FP inhib = tau fibrillization inhibition (FP) | K18 P301L tau heparin fibrillization, Alexa594 FP, 6 h | AID 1468 | P10636 | Potency, µM (top dose mostly 57.7 µM), for the others: at the top dose activity, negative = inhibition, most hits filed as inhibitors | 280,000 tested, 0.39% active; note: nearly all actives have a fitted effect of over 55% in size
Target sequence (P10636 561-689 P618L limits assumed): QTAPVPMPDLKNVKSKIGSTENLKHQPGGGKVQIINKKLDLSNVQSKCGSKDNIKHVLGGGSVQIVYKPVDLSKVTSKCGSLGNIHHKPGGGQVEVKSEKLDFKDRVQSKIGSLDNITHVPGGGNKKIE
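Read-out: fluorescence polarization of Alexa 594-labeled tau (0.24 uM), 555 nm excitation, 632 nm emission. Mixtures held 15 uM unlabeled K18 P301L, compound and 20 uM heparin, pH 7 acetate buffer, incubated 6 hr at 37 C.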
ALDH1A1 inh = blocks purified human ALDH1A1 activity | P00352 | Potency, µM (highest dose often 75.3 µM), for inactives: top-dose activity, negative = inhibition, hits mostly inhibitors | 220,000 tested, 7.3% active | Purified ALDH1A1, NADH fluorescence, propionaldehyde substrate; active = well fitted inhibition curve with a large enough effect, not every such curve was filed as active; inconclusive = small, poorly fitted or top-dose-only effect, or another doubt; inactive = no such curve, though single readings can be large or run the other way;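 note: plate controls were no enzyme wells and a reference inhibitor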
Tau fluor counter = counter-screen for tau fibril formation inhibitors | AID 1463 | tau K18 P301L Alexa594 fluorescence, heparin fibrillization | 280,000 tested, 0.93% active | Potency, µM (top dose mostly 57.7 µM), for inactives: at the top dose activity change, negative = decrease; note: nearly all actives have a fitted effect of over 55% in size
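Human K18 P301L tau (15 uM unlabeled plus 0.24 uM Alexa 594-labeled, final) in 100 mM sodium acetate pH 7 was mixed with compound and 20 uM heparin and incubated 6 hr at 37 C.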
aGal spleen mod = alpha-galactosidase A (human) modulation; AID 2107; human spleen homogenate, 4MU-alpha-Gal fluorescence, 40 min; 240,000 tested, 0.008% active; Potency, µM (highest dose often 80 µM), without a hit: at the top dose activity change, negative = inhibition, actives largely listed as inhibitors;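 note: 0% = enzyme with vehicle and -100% = no enzyme basal signal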
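Spleen homogenate 1 ug + cpd (titration) + 4-MU-alpha-D-galactopyranoside 1 mM; 37C 40 min; 50 mM citrate/phosphate pH 5.0, 0.01% Tween-20; stop pH 10; fluorescence 365/440; AC50 via Hill.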
Tau ThT inhib = tau fibrillization inhibition (ThT binding); Potency, µM (highest dose often 57.4 µM), for inactives: at the top dose activity, negative = inhibition, actives largely listed as inhibitors; recombinant tau K18 P301L, heparin-induced fibrillization, ThT fluorescence; 270,000 tested, 2.1% active; AID 1460; P10636; note: nearly all actives have a fitted effect of over 55% in size
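Fibril formation assay: tau K18 P301L at 15 uM with trace Alexa 594 label, heparin inducer 20 uM, pH 7 sodium acetate buffer, 37 C for 6 hr; endpoint ThT signal.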
L3MBTL1 inh = L3MBTL1 (human) inhibition; Q9Y468; AlphaScreen L3MBTL1–H3K9me1 peptide binding; Potency, µM (titrated, usually from 57.1 µM), for the others: top-dose activity, negative = inhibition, most hits filed as inhibitors; 230,000 tested, 0.66% active; note: nearly all actives have a fitted effect of over 60% in size
Target sequence (Q9Y468 whole entry, looked up): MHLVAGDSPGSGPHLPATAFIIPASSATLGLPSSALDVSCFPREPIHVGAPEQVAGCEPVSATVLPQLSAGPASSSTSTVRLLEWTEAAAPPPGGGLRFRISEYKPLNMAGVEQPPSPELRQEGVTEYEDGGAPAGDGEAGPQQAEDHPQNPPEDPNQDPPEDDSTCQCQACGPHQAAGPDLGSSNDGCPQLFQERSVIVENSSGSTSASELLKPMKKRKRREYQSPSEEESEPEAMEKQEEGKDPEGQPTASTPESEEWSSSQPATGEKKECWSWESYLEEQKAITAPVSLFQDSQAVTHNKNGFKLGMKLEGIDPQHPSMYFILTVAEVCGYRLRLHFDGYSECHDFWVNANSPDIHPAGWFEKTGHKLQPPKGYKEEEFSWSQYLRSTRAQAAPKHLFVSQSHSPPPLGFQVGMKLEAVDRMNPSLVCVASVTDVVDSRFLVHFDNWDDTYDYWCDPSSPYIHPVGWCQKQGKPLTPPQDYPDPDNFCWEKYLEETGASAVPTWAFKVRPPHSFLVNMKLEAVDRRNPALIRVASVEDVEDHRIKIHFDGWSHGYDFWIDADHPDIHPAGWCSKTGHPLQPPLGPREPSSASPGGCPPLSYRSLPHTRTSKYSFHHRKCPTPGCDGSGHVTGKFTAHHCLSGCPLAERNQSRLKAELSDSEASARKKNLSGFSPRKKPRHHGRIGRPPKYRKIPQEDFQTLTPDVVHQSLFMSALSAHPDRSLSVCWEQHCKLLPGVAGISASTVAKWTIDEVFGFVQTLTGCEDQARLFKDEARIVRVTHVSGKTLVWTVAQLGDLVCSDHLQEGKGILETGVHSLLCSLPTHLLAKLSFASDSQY
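AlphaScreen proximity signal between nickel-chelate acceptor and streptavidin donor beads (final 10 ug/mL) reports binding of 50 nM L3MBTL1 to 75 nM biotin-H3 K9me1 peptide; complex incubated with compounds 30 min at room temperature; cefsulodin titration as control.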
TRb-SRC2 inh = disrupts binding of human TR beta to SRC2 | TRbeta-SRC2 peptide binding, fluorescence polarization; receptor liganded with 1 µM T3 | Potency, µM (top dose mostly 106 µM), inactives show at the highest dose activity change, negative = inhibition, most hits filed as inhibitors | 280,000 tested, 0.065% active | AID 1469;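 note: plate controls were bound peptide for no effect and peptide without receptor for full effect; nearly all actives have a fitted effect of over 50% in size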
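TRb LBD 0.6 uM + Texas Red SRC2 peptide 20 nM, 1 uM T3, Tris buffer w/ 5% DMSO; compound pinned, 5 h RT; FP read ex 555/em 632; normalized to unbound and bound controls.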
Numbers without * were called inactive; ? = inconclusive; nt = no result given; [ ] = another dose, or the depositor's remark. Unless noted, calls come from the whole dose curve; as a rule, active = well fitted curve in the direction sought with a large enough effect; inconclusive = small, poorly fitted or top-dose-only effect, or another doubt; inactive = no such curve, though single readings can be large; an effect the other way counts as inactive or inconclusive. Unless noted, % is set by controls: 0 for no effect and ±100 for the full control effect; potency is the fitted concentration of half-maximal effect.

| mol | TR SRC2 fluor cs | Tau FP inhib | ALDH1A1 inh | Tau fluor counter | aGal spleen mod | Tau ThT inhib | L3MBTL1 inh | TRb-SRC2 inh |
| --- | --- | --- | --- | --- | --- | --- | --- | --- |
| Cc1ccc2c(CC(=O)Nc3c(C)n(C)n(-c4ccccc4)c3=O)coc2c1 | -4% | 2% | 7% | -5% | -7% | -7% | nt | -3% |
| CC(C)CC(C(=O)OCC(=O)Nc1cccc(Cl)c1)N1C(=O)C2CC=CCC2C1=O (stereo unspecified) | -2% | -12% | 7% | ? | -3% | -7% | 9% | 8% |
| CC(=O)c1sc(NC(=O)c2ccc(F)c(F)c2)nc1C | 1% | -5% | 5% | -11% | 0% | -12% | nt | 6% |
| CCN(CC)C(=O)Cc1ccccc1 | 0% | 0% | nt | -1% | 4% | 0% | nt | 1% |
| Cc1c(C(=O)O)sc2nc(SCC(=O)Nc3ccc(S(=O)(=O)NCCCC(=O)O)cc3)[nH]c(=O)c12 | 0% | 5% | -5% | 2% | -1% | -5% | nt | -2% |
| COC(=O)c1c(-c2ccc(Br)cc2)csc1NC(=O)Cc1ccc(OC)c(OC)c1 | 0% | -4% | ? | -28% | -5% | ? | nt | -17% |
| O=c1cc2n(c(=O)[nH]1)CCC1=C2CCCC1 | 3% | 3% | -7% | 4% | 7% | -7% | -9% | -1% |
| CN1CCN(C(=O)CC2C(=O)NCCN2Cc2ccc(-c3ccccc3)cc2)CC1 (stereo unspecified) | -3% | -2% | -5% | -1% | 1% | -6% | -4% | -4% |
| C/C(Cl)=C\Cn1c(Nc2ccc(C)cc2)nc2c1c(=O)n(C)c(=O)n2C | 2% | 6% | ? | -18% | 1% | -8% | 4% | 9% |
| CCOc1ccc(CCNC(=O)c2cccc(N3CCCC3=O)c2)cc1OCC | -2% | 4% | -1% | -3% | -3% | 1% | nt | -7% |
| Cc1ccc(Cl)cc1NC(=O)N1CCc2cc(S(=O)(=O)N3CCC(C)CC3)ccc21 | -3% | -14% | nt | -7% | nt | 2% | nt | -3% |
| COc1ccc(OC)c(S(N)(=O)=O)c1 | -1% | -2% | 4% | -6% | -6% | -11% | 6% | -5% |
| COc1cc(/C=N/n2c(-c3n[nH]c4c3CCC4)n[nH]c2=S)cc(OC)c1O | -6% | -1% | nt | -2% | 1% | 0% | nt | 5% |
| O=C(CCSCCC(=O)NCc1cccs1)NCc1cccs1 | -2% | ? | -13% | -2% | 9% | -15% | -9% | 5% |
| c1cc2c(cc1-c1[nH]ncc1CN1CC3C[C@@H]4CC1C[C@H](C3)C4)OCO2 | -5% | 1% | ? | -12% | -5% | -5% | 49%[activator] | -3% |

The results go on:
| mol | TR SRC2 fluor cs | Tau FP inhib | ALDH1A1 inh | Tau fluor counter | aGal spleen mod | Tau ThT inhib | L3MBTL1 inh | TRb-SRC2 inh |
| --- | --- | --- | --- | --- | --- | --- | --- | --- |
| CN(Cc1ccc(F)cc1)C(=O)c1cccc(OC2CCN(C3CCCC3)CC2)c1 | -2% | 0% | 2% | 2% | -1% | -2% | -5% | -3% |
| O=C(Cc1ccc([N+](=O)[O-])cc1)Nc1ccc(O)cc1C(=O)O | -1% | 0% | 2% | 6% | 8% | -7% | 15% | 9% |
| O=C(CN1C(=O)NC(Cc2c[nH]c3ccccc23)C1=O)Nc1cccc(S(=O)(=O)N2CCCCCC2)c1 (stereo unspecified) | -1% | -10% | 0% | 14µM*[quencher] | 4% | -4% | -13% | -2% |
| CCOCCc1nn2c(=O)cc(COC(=O)c3ccc(NC(=O)C(C)(C)C)cc3)nc2s1 | -1% | 7% | nt | -1% | nt | -11% | nt | -2% |
| O=C(Cc1ccccc1)N(c1ccc(F)cc1)C1C=CS(=O)(=O)C1 (stereo unspecified) | -4% | -4% | 0% | -12% | 5% | -6% | 3% | 7% |
| CC1(C)CC(=O)CC(C)(C)N1OC(=O)c1ccccn1 | -1% | 9% | -5% | 2% | -12% | 4% | 5% | -3% |
| CCSc1nc2c(c(=O)[nH]1)C(c1ccccn1)C1=C(CC(C)(C)CC1=O)N2 (stereo unspecified) | -1% | 0% | ? | -1% | 7% | -8% | -7% | -1% |
| c1ccc(C2=Nn3c(nnc3-c3ccco3)SC2)cc1 | -4% | -2% | ? | -4% | 7% | -13% | -1%[11.4 µM] | -4% |
| COc1ccc(-c2cccc(NS(=O)(=O)c3cc(C)ccc3OC)c2)nn1 | ? | 4% | nt | -8% | nt | 0% | nt | -15% |
| CCOC(=O)c1cnc(SCC(=O)N2CCN(C(=O)c3ccco3)CC2)nc1N | 2% | -4% | -6% | -2% | -1% | -8% | 3% | -12% |
| CC(C)SCC(=O)Nc1ncc2c(n1)-c1ccccc1CC2 | 0% | -8% | ? | -15% | 0% | ? | ? | -1% |
| Cc1ccc(C(=O)CC2(O)C(=O)N(Cc3ccccc3)c3ccccc32)o1 (stereo unspecified) | 1% | -5% | 0.71µM* | 1% | -3% | 2% | 8%[11.4 µM] | -5% |
| Cc1cccc(N(CC(=O)Nc2ccccc2-c2ccccc2)S(=O)(=O)c2ccccc2)c1C | 8% | 4% | 8% | 1% | 14% | 10% | -9% | 3% |
| O=C1CCc2nc3ccccc3c(=O)n2N1 | -2% | 2% | ? | 6% | 13% | 6% | 22% | 18% |
| Cc1cc(NC(=S)N(CCCN2CCOCC2)Cc2ccco2)ccc1Cl | -7% | 1% | -13% | -1% | -1% | 0% | -3% | 1% |

Carrying on:
| mol | TR SRC2 fluor cs | Tau FP inhib | ALDH1A1 inh | Tau fluor counter | aGal spleen mod | Tau ThT inhib | L3MBTL1 inh | TRb-SRC2 inh |
| --- | --- | --- | --- | --- | --- | --- | --- | --- |
| CC(/C=N/NC(=O)c1cc(-c2cccn2C)n[nH]1)=C\c1ccccc1 | -1% | 2% | nt | ? | -2% | ? | -27% | -2% |
| O=c1c2ccccc2nc2n1CCS2 | -3% | 3% | -1% | 2% | 2% | 5% | 6% | 1% |
| COc1ccc2c(c1)c(C(O)CN1CCC3(CC1)OCCO3)c(C)n2C (stereo unspecified) | 3% | -12% | -11% | ? | 0% | ? | -2% | -1% |
| O=C(C1CCN(S(=O)(=O)N2CCC3(CC2)OCCO3)CC1)N1CCN(Cc2ccccc2)CC1 | -2% | 0% | ? | 2% | 4% | -9% | -1% | -6% |
| COc1ccc(C(=O)Oc2cc3c4c(c2)C(C)=CC(C)(C)N4C(=O)C3=O)cc1OC | 0% | -2% | ? | 2% | -6% | 3% | 0% | -28% |
| COc1cccc(C(=O)N2N=C(c3ccccc3)CC2(O)C(F)(F)F)c1 (stereo unspecified) | 0% | 1% | -1% | -20% | -5% | -9% | 8% | -3% |
| C/C(N)=C(/C#N)C(=O)CSc1nc2scc(-c3ccccc3)c2c(=O)n1C | 0% | -4% | 5.6µM* | ? | -5% | -9% | 1% | -4% |
| CC1(C)C(c2ccccc2)=NC(c2ccccc2)N1O (stereo unspecified) | -7% | 3% | -6% | 3% | 14% | 0% | -4% | -7% |
| Cc1ccc(-c2[nH]c(-c3ccc(Cl)cc3)nc2SCC(=O)NCC2CCCO2)cc1 (stereo unspecified) | -1% | 2% | ? | ? | -4% | -4% | -1% | 6% |
| Cc1cc(C)nc(NC(=O)c2cc(-c3ccc(C)s3)nc3ccccc23)c1 | -1% | 1% | ? | -14% | 29% | -10% | 32%[activator] | 5% |
| O=C(/C(=C/O)N=Nc1cccc(C(F)(F)F)c1)c1ccccc1 | -4% | -12% | 7.5µM* | -23% | 1% | ? | ? | -2% |
| O=C(c1cc(-c2cccs2)on1)N1CCCCC1 | -3% | 0% | ? | -7% | 2% | -9% | -3% | -3% |
| c1ccc(Cn2c(SCc3nc4ccccc4s3)nnc2-c2ccco2)cc1 | 0% | -2% | ? | 1% | 2% | -18% | 2%[11.4 µM] | -5% |
| CC(=O)Oc1ccc(NC(=O)C2CCCCC2)c(C(=O)O)c1 | -3% | 2% | -10% | 5% | 0% | 3% | -6%[11.4 µM] | 1% |
| CC(=O)C1=C(C)OC(N)=C(C#N)C1c1cc2cc(C)c(C)cc2nc1Cl (stereo unspecified) | 1% | 1% | ? | -17% | 2% | ? | 5% | -4% |

The results go on.
| mol | TR SRC2 fluor cs | Tau FP inhib | ALDH1A1 inh | Tau fluor counter | aGal spleen mod | Tau ThT inhib | L3MBTL1 inh | TRb-SRC2 inh |
| --- | --- | --- | --- | --- | --- | --- | --- | --- |
| CN(C)c1ccc(NC(=S)c2ccccn2)cc1 | 0% | 4% | ? | ? | 1% | 3.5µM* | 32µM* | -4% |
| CCCCC(CC)C(=O)NCCc1ccc(S(N)(=O)=O)cc1 (stereo unspecified) | -1% | -1% | 16% | -2% | 1% | -4% | 1% | -7% |
| Cc1ccc(CN2CCN(Cc3ccccc3)C(CCO)C2)s1 (stereo unspecified) | -1%[53 µM] | 3% | 5% | 2% | 5% | 2% | 5% | -5%[53 µM] |
| CC(=O)NCCSCCNC(C)=O | 0% | 0% | -3% | 6% | 8% | -6% | -3% | -4% |
| COc1ccc(-c2ccc(NS(=O)(=O)c3ccccc3Cl)cc2)nn1 | -6% | ? | nt | -23% | nt | -16% | nt | 3% |
| CCC1=C(OC(=O)N(CC)CC)N2C(=O)OC(=NCCOC)[C@]2(C)[C@H]2C1=CC[C@H]1C(=O)N(C)C(=O)[C@H]12 | -3% | -4% | -10% | -9% | 5% | -10% | nt | -4% |
| CCOC(=O)c1ccccc1NC(=O)Cn1c(=O)n(-c2cccc(C)c2)c(=O)c2c1c1cc(C)ccc1n2C | 0% | -1% | nt | -12% | nt | -10% | nt | -4% |
| COC(=O)CSc1nnc(CNC(=O)c2cc(OC)cc(OC)c2)n1-c1ccc(F)cc1 | -1% | -5% | 3% | -7% | -1% | -4% | 2% | 6% |
| CCc1nnc(NC(=O)CSc2nc3c([nH]c4ccccc43)c(=O)n2-c2ccc(C)cc2)s1 | -1% | -11% | nt | -25% | nt | 8% | nt | 5% |
| Cc1c(C)n(CC(O)CN2CCCCC2)c2ccccc12 (stereo unspecified) | 1% | -2% | ? | 5% | 5% | 4% | -8% | -12% |
